Neddylation inh – blocks human cullin neddylation; P61081+Q13564; 360,000 compounds, 0.58% hits; calls only at 25 µM; TR-FRET cullin neddylation, biochemical; in the data active = inhibition above about 36%
SKN-1 block – inhibitors of C. elegans SKN-1. C. elegans VP596 Pgst-4::GFP/RFP ratio, acrylamide-induced, 24 h. inhibition, % at 21.8 µM. 360,000 compounds, 0.49% hits. AID 624304;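 active = interference check ratio from 0.5 to 1.5 plus GFP to RFP signal ratio inhibition reaching or exceeding a fixed threshold, cut at about 30% in these data, passing the limit was not always enough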; also: some compounds called inactive have numbers as strong as hits
bovine MsrA act – activates bovine MsrA enzyme. purified bovine MsrA, absorbance read-out. activation, % at 10.6 µM. 360,000 compounds, 0.3% hits. AID 602163; in the data active = activation above about 7.5%;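 also: 0% = vehicle and 100% = reference activator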
FAS TE block – inhibitors of human fatty acid synthase thioesterase domain; inhibition, % at 15 µM; 360,000 compounds, 0.67% hits; recombinant FAS-TE, OMFH fluorogenic substrate, fluorescence endpoint; P49327;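 active = compounds whose normalised, plate-corrected inhibition of enzyme fluorescence in the single-dose primary screen is 50% or more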;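 also: 0% = DMSO with enzyme and 100% = substrate without enzyme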
Target sequence (P49327 whole entry, looked up, the tested form may be a part): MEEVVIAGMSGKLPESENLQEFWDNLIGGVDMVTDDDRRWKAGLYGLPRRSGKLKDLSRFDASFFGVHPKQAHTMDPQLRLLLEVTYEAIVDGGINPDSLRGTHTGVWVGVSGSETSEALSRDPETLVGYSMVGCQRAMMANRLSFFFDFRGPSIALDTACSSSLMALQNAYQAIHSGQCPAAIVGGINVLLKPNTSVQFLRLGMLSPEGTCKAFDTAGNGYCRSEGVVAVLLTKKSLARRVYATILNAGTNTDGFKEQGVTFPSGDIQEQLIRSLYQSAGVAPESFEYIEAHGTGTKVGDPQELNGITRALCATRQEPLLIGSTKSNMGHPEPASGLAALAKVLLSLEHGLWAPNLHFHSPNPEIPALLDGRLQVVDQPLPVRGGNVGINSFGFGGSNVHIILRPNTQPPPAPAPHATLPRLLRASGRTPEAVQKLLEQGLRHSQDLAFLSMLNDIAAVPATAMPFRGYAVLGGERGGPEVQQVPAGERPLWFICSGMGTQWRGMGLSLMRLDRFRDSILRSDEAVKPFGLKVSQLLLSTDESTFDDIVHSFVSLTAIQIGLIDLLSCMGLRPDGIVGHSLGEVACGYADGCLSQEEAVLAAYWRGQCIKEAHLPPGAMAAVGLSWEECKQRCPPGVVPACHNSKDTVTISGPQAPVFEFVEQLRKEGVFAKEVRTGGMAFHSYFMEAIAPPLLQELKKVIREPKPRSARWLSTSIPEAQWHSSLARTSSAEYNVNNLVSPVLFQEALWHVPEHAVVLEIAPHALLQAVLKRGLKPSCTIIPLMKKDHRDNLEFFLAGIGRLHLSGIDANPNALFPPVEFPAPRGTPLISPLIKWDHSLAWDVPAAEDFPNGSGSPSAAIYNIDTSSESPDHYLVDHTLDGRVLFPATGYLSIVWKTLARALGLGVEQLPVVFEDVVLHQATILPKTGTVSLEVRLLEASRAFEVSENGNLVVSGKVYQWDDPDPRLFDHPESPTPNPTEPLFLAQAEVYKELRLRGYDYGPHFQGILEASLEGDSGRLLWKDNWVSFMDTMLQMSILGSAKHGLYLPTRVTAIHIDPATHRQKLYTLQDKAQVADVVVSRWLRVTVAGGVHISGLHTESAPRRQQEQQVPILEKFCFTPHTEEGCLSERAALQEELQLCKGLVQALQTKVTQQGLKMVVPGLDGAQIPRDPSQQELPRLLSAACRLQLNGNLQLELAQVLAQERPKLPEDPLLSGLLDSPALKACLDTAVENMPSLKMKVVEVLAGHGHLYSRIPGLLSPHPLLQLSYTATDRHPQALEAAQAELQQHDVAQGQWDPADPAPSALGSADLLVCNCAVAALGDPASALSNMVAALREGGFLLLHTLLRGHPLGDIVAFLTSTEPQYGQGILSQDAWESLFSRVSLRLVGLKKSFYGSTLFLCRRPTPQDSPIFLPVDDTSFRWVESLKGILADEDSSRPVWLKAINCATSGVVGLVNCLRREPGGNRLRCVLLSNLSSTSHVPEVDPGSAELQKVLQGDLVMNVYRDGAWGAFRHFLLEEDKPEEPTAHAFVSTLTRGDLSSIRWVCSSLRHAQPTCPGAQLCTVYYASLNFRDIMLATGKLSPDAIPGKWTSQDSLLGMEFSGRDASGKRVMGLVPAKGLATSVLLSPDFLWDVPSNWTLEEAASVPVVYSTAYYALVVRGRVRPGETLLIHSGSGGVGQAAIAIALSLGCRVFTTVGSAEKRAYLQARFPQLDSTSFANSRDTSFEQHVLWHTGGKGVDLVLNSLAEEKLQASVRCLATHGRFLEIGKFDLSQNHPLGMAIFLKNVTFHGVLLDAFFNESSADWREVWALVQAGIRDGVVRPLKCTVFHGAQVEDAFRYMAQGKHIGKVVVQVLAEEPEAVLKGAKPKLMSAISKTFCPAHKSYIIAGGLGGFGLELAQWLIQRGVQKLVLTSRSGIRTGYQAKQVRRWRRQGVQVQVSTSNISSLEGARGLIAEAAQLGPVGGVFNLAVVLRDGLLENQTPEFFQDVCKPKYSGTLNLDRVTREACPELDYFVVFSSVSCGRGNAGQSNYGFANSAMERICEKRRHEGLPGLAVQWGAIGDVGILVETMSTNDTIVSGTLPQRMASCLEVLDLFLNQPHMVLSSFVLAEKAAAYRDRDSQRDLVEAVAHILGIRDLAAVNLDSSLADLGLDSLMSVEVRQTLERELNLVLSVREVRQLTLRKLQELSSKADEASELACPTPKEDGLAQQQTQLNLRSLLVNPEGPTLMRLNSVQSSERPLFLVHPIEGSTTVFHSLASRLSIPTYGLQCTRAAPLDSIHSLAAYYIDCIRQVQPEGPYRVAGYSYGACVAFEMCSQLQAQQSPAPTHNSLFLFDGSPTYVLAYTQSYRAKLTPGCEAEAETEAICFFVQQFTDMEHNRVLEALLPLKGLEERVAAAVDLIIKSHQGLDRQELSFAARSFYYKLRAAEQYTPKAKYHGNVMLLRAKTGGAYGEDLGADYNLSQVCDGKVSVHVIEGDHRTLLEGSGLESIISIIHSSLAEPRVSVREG
MT1-MMP act inh – MT1-MMP (human) activation inhibition; P50281; HT1080 RFP-PRO-GFP cells, GFP/RFP ratio fluorescence, overnight; percent of plate control window, DMSO zero; GFP/RFP ratio change, % at 20 µM; 360,000 compounds, 0.061% hits; AID 651647;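 active = GFP/RFP ratio change of at least 30% with cell ATP level not reduced by more than half and red fluorescence within 50% of control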; also: strong numbers were not always called active
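system = RFP-PRO-GFP reporter HT1080 cells | dosing = 20 µM single dose, 1% DMSO | timing = overnight cell settling, then overnight compound exposure, 37 °C, 5% CO2 | read-out basis = GFP/RFP fluorescence ratio | controls = DMSO and RFP-L50D-GFP cell wells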
CendR NRP1 mod – modulators of CendR peptide binding to human neuropilin-1; 360,000 compounds, 0.85% hits; inhibition, % at 25 µM; FAM-RPARPAR peptide binding to NRP-1, fluorescence polarization; O14786;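 active = inhibition or corrected inhibition above about 18%, plus a signal ratio from 0.5 to 1.5, limit read from the data, passing the limit was not always enough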; also: strong numbers were not always called active
eLon inh – E. coli protease La inhibition; inhibition, % at 7.94 µM; P0A9M0; purified E. coli Lon protease, fluorescence polarization; 360,000 compounds, 0.42% hits; in the data active = inhibition above about 13%, passing the limit was not always enough;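 also: 0% = enzyme with probe and DMSO and 100% = no enzyme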
Rin1 Abl inh – inhibitors of human Rin1-Abl protein interaction | inhibition, % at 7.35 µM | TR-FRET Rin1/Abl binding, biochemical | 360,000 compounds, 0.4% hits; in the data active = inhibition above about 5%, passing the limit was not always enough
MsrA inh – inhibits bovine methionine sulfoxide reductase A; purified bovine MsrA, absorbance read-out; inhibition, % at 15.5 µM; 360,000 compounds, 0.75% hits; AID 651718; in the data active = inhibition above about 4.5%;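 also: 0% = vehicle wells with enzyme and 100% = reference inhibitor wells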
The depositor's hits bear a star.

Screening O=C(/C=C/c1ccc(O)c(O)c1)OCCc1ccccc1 returned SKN-1 block 96, bovine MsrA act -3, FAS TE block 0, MT1-MMP act inh -5, CendR NRP1 mod -12, eLon inh 0, Rin1 Abl inh 3 and MsrA inh 1.0.
`NC(=O)C1(N2CCCCC2)CCN(CC(=O)Nc2cc(Cl)ccc2Cl)CC1` gave Neddylation inh inactive, SKN-1 block -24, bovine MsrA act 3, FAS TE block -2, MT1-MMP act inh -1, CendR NRP1 mod 2, eLon inh -7, Rin1 Abl inh 2 and MsrA inh 0.5.
`C#CCOCCOCCOCCNc1nc(N2CCN(C(=O)[C@H]([C@@H](C)CC)n3cc([C@@H](N)CC(C)C)nn3)CC2)nc(N2CCN(C(=O)[C@H](CCCCN)n3cc([C@@H](N)CO)nn3)CC2)n1` gave Neddylation inh inactive, SKN-1 block -7, bovine MsrA act 0, FAS TE block -10, MT1-MMP act inh 4, CendR NRP1 mod 13, eLon inh -1 and Rin1 Abl inh 1.
For Cc1ccc(S(=O)(=O)NCCC(=O)Nc2cccc(Cl)c2)cc1 the results were Neddylation inh inactive, SKN-1 block -2, bovine MsrA act -1, FAS TE block 3, MT1-MMP act inh 8, CendR NRP1 mod 1, eLon inh -16, Rin1 Abl inh -1 and MsrA inh -1.3.
Screening CN(C)S(=O)(=O)c1ccc2c(c1)nc(CCC(=O)NCC(=O)Nc1ccc(F)c(F)c1F)n2C returned Neddylation inh inactive, SKN-1 block 2, bovine MsrA act -1, FAS TE block -2, MT1-MMP act inh 0, CendR NRP1 mod -5, eLon inh 7, Rin1 Abl inh -2 and MsrA inh 0.1.
CCOC(=O)C1CCN(C(=O)c2ccc(N(C)S(=O)(=O)c3ccc(OC)cc3)cc2)CC1 was read as Neddylation inh inactive, SKN-1 block -13, bovine MsrA act -10, FAS TE block 0, MT1-MMP act inh 3, CendR NRP1 mod 16, eLon inh 4, Rin1 Abl inh 2 and MsrA inh 3.1.
Screening O=C(NCc1cccnc1)c1ccc(NC(=O)c2ccc(Br)cc2)cc1 returned Neddylation inh inactive, SKN-1 block 0, bovine MsrA act -5, FAS TE block -6, MT1-MMP act inh 5, CendR NRP1 mod -4, eLon inh 0, Rin1 Abl inh 2 and MsrA inh -0.4.
COC(=O)COc1cc(Br)c(/C=C2/SC(=O)N(CC(=O)N3CCCC3)C2=O)cc1OC was read as Neddylation inh inactive, SKN-1 block -19, bovine MsrA act -1, FAS TE block 2, MT1-MMP act inh -3, CendR NRP1 mod -5, eLon inh -2, Rin1 Abl inh 1 and MsrA inh 0.4.
`Cn1c(SCC2CCCO2)nnc1-c1cccc([N+](=O)[O-])c1` (configuration not stated) gave Neddylation inh inactive, SKN-1 block -3, bovine MsrA act 1, FAS TE block 2, MT1-MMP act inh -3, CendR NRP1 mod -5, eLon inh 2, Rin1 Abl inh 1 and MsrA inh -0.6.
CC(C)OC(=O)c1cn(-c2ccccc2)nc1-c1ccc2c(c1)OCCO2 was read as Neddylation inh inactive, SKN-1 block -23, bovine MsrA act -1, FAS TE block 38, MT1-MMP act inh -4, CendR NRP1 mod -13, eLon inh -2, Rin1 Abl inh 1 and MsrA inh -0.3.
COc1ccc(OC)c(N=c2oc3c(OC)cccc3cc2C(=O)NCc2ccco2)c1 was read as Neddylation inh inactive, SKN-1 block 10, bovine MsrA act -12, FAS TE block -4, MT1-MMP act inh 9, CendR NRP1 mod 16, eLon inh -3, Rin1 Abl inh 1 and MsrA inh 0.0.
`CC(C)c1ccc(/C=C/C(=O)N2CCCCCC2)cc1` gave Neddylation inh inactive, SKN-1 block 9, bovine MsrA act -2, FAS TE block 1, MT1-MMP act inh -8, CendR NRP1 mod -6, eLon inh 0, Rin1 Abl inh -2 and MsrA inh -0.8.
`Cc1nnn(C23CC4CC(CC(CC(=O)Nc5cccc(F)c5)(C4)C2)C3)n1` gave Neddylation inh inactive, SKN-1 block -4, bovine MsrA act -2, FAS TE block 3, MT1-MMP act inh -2, CendR NRP1 mod 3, eLon inh 6, Rin1 Abl inh 2 and MsrA inh -0.5.
For COc1ccc(C)cc1-n1c(SCC(=O)Nc2cc(C)on2)nc2ccccc2c1=O the results were Neddylation inh inactive, SKN-1 block -7, bovine MsrA act -3, FAS TE block 14, MT1-MMP act inh -4, CendR NRP1 mod -13, eLon inh 1, Rin1 Abl inh -3 and MsrA inh 1.6.
`O=C(Nc1ccc(F)cc1)C(c1cccc(F)c1)N1CCN(c2ccncc2)CC1` (configuration not stated) gave Neddylation inh inactive, SKN-1 block 3, MT1-MMP act inh 1, CendR NRP1 mod 2 and MsrA inh -0.7.
Screening COc1cc(/C=C2/C(=N)N3C(=NC2=O)SN=C3S(=O)(=O)C(C)C)ccc1OC(=O)c1ccco1 returned Neddylation inh inactive, SKN-1 block -4, bovine MsrA act -4, FAS TE block -8, MT1-MMP act inh -25, CendR NRP1 mod -162, eLon inh -8, Rin1 Abl inh -1 and MsrA inh 1.5.
CCOc1ccc(-c2nnc(N3CCOCC3)c3ccccc23)cc1 was read as Neddylation inh inactive, SKN-1 block -1, bovine MsrA act -2, FAS TE block -6, MT1-MMP act inh 1, CendR NRP1 mod 4, eLon inh -2, Rin1 Abl inh 12* and MsrA inh 1.5.
Screening COc1ccc(COC(=O)C2=C(C)NC(=O)NC2c2ccc(OC)cc2)cc1 (configuration not stated) returned Neddylation inh inactive, SKN-1 block -3, bovine MsrA act -1, FAS TE block 1, MT1-MMP act inh 0, CendR NRP1 mod 0, eLon inh -6, Rin1 Abl inh 3 and MsrA inh -0.4.
For COc1ccc(C(=O)COC(=O)c2ccc3ccccc3n2)cc1 the results were Neddylation inh inactive, SKN-1 block 6, bovine MsrA act -1, FAS TE block 0, MT1-MMP act inh 7, CendR NRP1 mod -10, eLon inh -1, Rin1 Abl inh 2 and MsrA inh -1.3.
For CC(C)c1ccc(C(=O)NNC(=O)c2n[nH]c(=O)c3ccccc23)cc1 the results were Neddylation inh inactive, SKN-1 block 17, bovine MsrA act -4, FAS TE block 8, MT1-MMP act inh -5, CendR NRP1 mod 6, eLon inh 6, Rin1 Abl inh 2 and MsrA inh -0.6.
`COc1cc(C(=O)Oc2cc(N)n(S(=O)(=O)c3ccccc3)n2)cc(OC)c1OC` gave Neddylation inh inactive, SKN-1 block 6, bovine MsrA act -7, FAS TE block 4, MT1-MMP act inh 5, CendR NRP1 mod 1, eLon inh 1, Rin1 Abl inh 0 and MsrA inh 0.4.
Screening Cc1ccc(-c2ccc(CN3C(CC(C)C)C(=O)N(Cc4cn(CCC5OCCO5)nn4)CCS3(=O)=O)cc2)cc1 (configuration not stated) returned Neddylation inh inactive, SKN-1 block 0, bovine MsrA act -1, FAS TE block 30, MT1-MMP act inh -6, CendR NRP1 mod 1, eLon inh -7, Rin1 Abl inh 0 and MsrA inh 0.2.
Screening COC(=O)c1ccccc1NC(=O)Cn1cnc2cc(C)c(C)cc21 returned Neddylation inh inactive, SKN-1 block 6, bovine MsrA act -2, FAS TE block 1, MT1-MMP act inh 4, CendR NRP1 mod 1, eLon inh 7, Rin1 Abl inh 4 and MsrA inh -0.3.
`CC(=O)c1c(C)[nH]c(C(=O)CSc2nc3ccccc3c(=O)n2CCCO)c1C` gave Neddylation inh inactive, SKN-1 block 4, bovine MsrA act -1, FAS TE block -3, MT1-MMP act inh 4, CendR NRP1 mod 1, eLon inh -4, Rin1 Abl inh 1 and MsrA inh 0.1.
`CC(=O)Nc1ccc(NC(=O)c2ccccc2F)cc1` gave Neddylation inh inactive, SKN-1 block 0, bovine MsrA act 0, FAS TE block -6, MT1-MMP act inh -1, CendR NRP1 mod -6, eLon inh -1, Rin1 Abl inh 2 and MsrA inh 0.1.
Screening O=C(COC(=O)c1c(Cl)cccc1Cl)Nc1cccc(S(=O)(=O)NC2=NCCCCC2)c1 returned Neddylation inh inactive, SKN-1 block 15, bovine MsrA act -1, FAS TE block 4, MT1-MMP act inh 2, CendR NRP1 mod 5, eLon inh 2, Rin1 Abl inh -3 and MsrA inh 1.0.
For COc1ccc(-c2nn(-c3ccccc3)cc2C2CC(c3cccs3)=NN2C(=O)CCCC(=O)O)cc1 (configuration not stated) the results were Neddylation inh active, SKN-1 block 16, bovine MsrA act -2, FAS TE block -7, MT1-MMP act inh 12, CendR NRP1 mod 4, eLon inh -28, Rin1 Abl inh 2 and MsrA inh 1.6.
Nc1nonc1/C(=N/O)N1CCN(CCO)CC1 was read as Neddylation inh inactive, SKN-1 block 7, bovine MsrA act -3, FAS TE block -7, MT1-MMP act inh 0, CendR NRP1 mod -6, eLon inh 0, Rin1 Abl inh 1 and MsrA inh 0.2.
`CCC(OC(=O)CC1Sc2ccccc2NC1=O)C(=O)NCC1CCCO1` (configuration not stated) gave Neddylation inh inactive, SKN-1 block -8, bovine MsrA act -10, FAS TE block -8, MT1-MMP act inh 1, CendR NRP1 mod -2, eLon inh 1, Rin1 Abl inh -3 and MsrA inh -0.8.
Screening COc1ccccc1N1C(=O)CC(Sc2nc(C)cc(C)n2)C1=O (configuration not stated) returned Neddylation inh inactive, SKN-1 block -2, bovine MsrA act -4, FAS TE block -2, MT1-MMP act inh 2, CendR NRP1 mod -2, eLon inh 2, Rin1 Abl inh 6 and MsrA inh -0.1.
For Cc1c(CCC(=O)O)c(=O)oc2c(C)c(OCc3cc4c(cc3Cl)OCO4)ccc12 the results were Neddylation inh inactive, SKN-1 block 5, bovine MsrA act -4, FAS TE block 0, MT1-MMP act inh 0, CendR NRP1 mod -115, eLon inh -5, Rin1 Abl inh -3 and MsrA inh -0.4.
Screening O=C(Nc1nccs1)[C@@H]1CCCN1S(=O)(=O)c1ccccc1F returned Neddylation inh inactive, SKN-1 block -12, bovine MsrA act -2, FAS TE block -6, MT1-MMP act inh -2, CendR NRP1 mod 2, eLon inh 3, Rin1 Abl inh 1 and MsrA inh -0.4.
For CCCCNC(=O)c1c(CSc2ccccc2)noc1C(=O)NCc1ccccc1 the results were Neddylation inh inactive, SKN-1 block -3, bovine MsrA act -9, FAS TE block 15, MT1-MMP act inh -6, CendR NRP1 mod 19, eLon inh 23, Rin1 Abl inh -1 and MsrA inh -0.1.
Screening O=C(NCC(O)c1nc2ccccc2[nH]1)c1cc2ccccc2[nH]1 (configuration not stated) returned Neddylation inh inactive, SKN-1 block 5, bovine MsrA act -3, FAS TE block -1, MT1-MMP act inh 6, CendR NRP1 mod -8, eLon inh -10, Rin1 Abl inh -3 and MsrA inh 0.3.

Screening data deposited in PubChem by several laboratories.
